High-throughput results: PubChem BioAssay, Southern Research Specialized Biocontainment Screening Center
Salmonella PhoP GFP = PhoP regulon inhibitors, Salmonella typhi PhoP promoter GFP reporter, confirmatory (AID 1850); Salmonella Typhi PhoP-promoter GFP reporter, fluorescence, 4 h; higher % means a stronger effect; one-dose inhibition, % at 50 µM; IC50 in µM for titrated hits; 310,000 compounds, 0.33% hits; in the data active = a potency from the dose series; inconclusive = inhibition mostly from about 25% at the one dose, without a potency; inactive = the rest, 99 in 100 with inhibition below about 19%;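 also: 0% = induced wells with vehicle and 100% = uninduced wells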
H37Rv inhibition = M. tuberculosis growth inhibition, HTS (AID 449762); M. tuberculosis H37Rv growth inhibition, 7H9 media; higher % means a stronger effect; inhibition, % at 25 µM; hits with a dose series show IC50 in µM; 330,000 compounds, 0.59% hits; in the data active = a potency from the dose series; inconclusive = inhibition above about 70% without an active follow-up result;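 also: bacterial growth assessed after seven days of incubation; strong numbers were not always called active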
influenza NS1A = H1N1 influenza NS1A inhibitors, functional cell based assay (AID 504329); NS1A functional cell-based assay, percent inhibition; higher % means a stronger effect; inhibition, % at 12.5 µM, or IC50 in µM where a hit was titrated; 340,000 compounds, 0.3% hits; in the data active = a potency from the dose series; inconclusive = inhibition above about 27% without an active follow-up result; also: strong numbers were not always called active
inhibitors of VEEV = inhibitors of VEEV TC-83 cytopathic effect, confirmation, Vero cells (AID 588727); Vero cells, VEEV TC-83 cytopathic effect inhibition; higher % means a stronger effect; one-dose inhibition, % at 20 µM; IC50 in µM for titrated hits; 350,000 compounds, 0.13% hits; in the data active = a potency from the dose series; inconclusive = inhibition mostly from about 14% at the one dose, without a potency; inactive = the rest, 99 in 100 with inhibition below about 12%; also: strong numbers were not always called active
tuberculosis growth = growth inhibition of non-replicating M. tuberculosis (AID 488890). Mycobacterium tuberculosis non-replicating, growth inhibition; higher % means a stronger effect. inhibition, % at 25 µM; hits with a dose series show IC50 in µM. 320,000 compounds, 0.39% hits; in the data active = a potency from the dose series; inconclusive = inhibition mostly from about 82% at the one dose, without a potency; inactive = the rest, 99 in 100 with inhibition below about 76%;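 also: plate controls were DMSO cells for no effect and high antibiotic wells for full effect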
inhibitors of VEEV 10K pilot screen = also measured in inhibitors of VEEV; calls as there; inhibition, %; measured here: 10K pilot screen inhibition
Active calls of the source: *; i = inactive; ? = inconclusive; . = not tested or not shown; & = joins results of further samples. Outcome played no part in choosing rows, and some 1.5% of all compounds hit somewhere here.

SMILES	Salmonella PhoP GFP	H37Rv inhibition	influenza NS1A	inhibitors of VEEV	tuberculosis growth	others
Cc1ccccc1C(=O)N1CCC(C(=O)Nc2ccc(S(=O)(=O)N3C(C)CCCC3C)cc2)CC1 (stereo not given)	.	.	-20%	i	.
COc1ccc(-c2csc(NCCn3c(C)nc4cc(C(F)(F)F)ccc43)n2)cc1	.	10%	4%	3.6%	32%
COc1ccc(N2CCN(C(=S)Nc3ccc(S(N)(=O)=O)cc3)CC2)cc1	-7%	-4%	6%	i	4%
C#Cc1ccc([C@@H]2C=C(C(=O)N3CCN(Cc4ccccc4)CC3)O[C@H](OCC)[C@H]2CCCO)cc1	-7%	-1%	-5%	4.3%	37%
CC1=C(C(=O)OC(C)C)C(c2ccc(C)o2)NC(=O)N1 (stereo not given)	1%	-8%	9%	i	5%
CCN(CC)C(=O)[C@H]1C[C@H](CC(=O)NCc2ccc(OC)c(OC)c2)C(=O)N2CCc3c([nH]c4cc(-c5ccco5)ccc34)[C@]12C	.	.	27%	4.1%	.
O=C(Oc1cccnc1)c1ccc(Cl)c(Cl)c1	-3%	?	-4%	2.1%	3.9µM*
O=C(COC(=O)c1cc(=O)c2ccccc2o1)NC1CCCCC1	13%	-5%	10%	1.2%	-21%	inhibitors of VEEV 10K pilot screen=1.0
CCN(CC(=O)Nc1ccc(NC(C)=O)cc1)C(=O)CCCN1C(=O)c2ccccc2C1=O	6%	-7%	-4%	1.5%	-15%
CC1CCCCN1S(=O)(=O)CCNC(=O)c1ccccc1 (stereo not given)	2%	-3%	-14%	2.1%	-6%
CSCCC(NS(=O)(=O)c1ccccc1F)C(=O)N1CC=C(c2ccccc2)CC1 (stereo not given)	-6%	-3%	4%	8.4%	7%
c1ccc(CCc2nn3c(Cc4ccccc4)nnc3s2)cc1	5%	8%	-7%	2.0%	71%
CN(c1ccccc1)S(=O)(=O)c1ccc(Cl)c(C(=O)NCC(c2ccco2)N2CCCC2)c1 (stereo not given)	.	5%	-8%	i	.
O=C(c1ccccc1C(F)(F)F)N1CCN(S(=O)(=O)c2ccccc2)CC1	5%	-4%	-5%	0.8%	-5%
CN(C)CCCN1c2ccc([N+](=O)[O-])cc2CCc2cc([N+](=O)[O-])ccc21	-2%	-2%	14%	i	40%	inhibitors of VEEV 10K pilot screen=0.5
CCCOC(=O)CSc1nnc(-c2ccccc2Cl)o1	-8%	?	3%	2.1%	7%
CC(C)C(NC(=O)c1ccccc1F)C(=O)NCc1ccc(F)cc1 (stereo not given)	-8%	3%	4%	i	0%
Cc1c(NC(=S)NC(=O)c2ccc(Br)o2)c(=O)n(-c2ccccc2)n1C	-7%	-5%	-1%	1.1%	-24%
Cc1onc(-c2c(F)cccc2Cl)c1C(=O)Nc1cccc(S(=O)(=O)NCc2ccco2)c1	-18%	3%	4%	?	21%
CNC[C@H]1Oc2ccc(NC(=O)Cc3cn(C)c4ccccc34)cc2CC(=O)N([C@@H](C)CO)C[C@H]1C	.	4%	11%	0.1%	23%
Cc1ccc(NS(=O)(=O)c2cccc(C(=O)NNC(=O)c3ccco3)c2)c(C)c1	-5%	-2%	6%	0.7%	8%
O=C(NCc1ccc(F)cc1)C(=O)NCC1OCCCN1S(=O)(=O)c1cccs1 (stereo not given)	1%	2%	5%	0.5%	7%
O=C(Nc1ccccc1N1CCOCC1)c1ccc(Cl)c(S(=O)(=O)N2CCCC2)c1	.	-6%	-13%	1.5%	7%
COc1cc(Cl)c(C)cc1NC(=O)CSc1ccc(C)cc1	-4%	-4%	3%	0.7%	0%
O=C(NCCc1c[nH]c2ccccc12)C(=O)NCC1CCCO1 (stereo not given)	6%	-6%	-6%	2.6%	0%
Cc1ccccc1NC(=O)Cn1c([N+](=O)[O-])cnc1C	-4%	-5%	-4%	i	-20%
CN1/C(=C\C(=O)Nc2ccc(Br)cc2)C(C)(C)c2ccccc21	-7%	?	13%	0.4%	22%
O=C(COC(=O)c1ccc(Br)o1)NCc1ccc(F)cc1	.	11%	-3%	2.1%	79%
O=C(N/N=C/c1cccnc1)C1CCCCC1	9%	-6%	7%	2.3%	-15%
COc1ccc(NC(=O)CCN2CCN(S(=O)(=O)c3ccc(Cl)cc3)CC2)cc1	-7%	-7%	-4%	i	13%
CCOc1ccc(CCNC(=O)COC(=O)c2sccc2C)cc1OCC	-1%	-3%	-2%	1.4%	-2%
O=Cc1c(NCc2ccc(Cl)cc2)c2ccccc2[nH]c1=O	4%	3%	-1%	i	61%
COc1ccc(C2=NOC(C(=O)Nc3c(C)n(C)n(-c4ccccc4)c3=O)C2)cc1 (stereo not given)	-5%	-5%	8%	0.4%	.
COc1nc(-c2ccccc2)cc(-c2ccccc2)n1	-1%	11%	-15%	1.7%	13%
COc1c(C(CC(C)C)OC(C)=O)ccc2c1C(=O)OCc1cc(C)cc(O)c1O2 (stereo not given)	7%	-2%	10%	1.2%	-12%
NS(=O)(=O)c1ccc(-c2ccc(/C=N/Nc3ccc(C(=O)O)cc3)o2)cc1	2%	6%	14%	0.8%	31%
COc1ccc(-c2c(-c3cc(OC)cc(OC)c3)n(C)c3ccc(-c4ccc(OC)c(F)c4)cc23)cc1	.	-5%	5%	5.6%	10%
CCN=C(NCC)SC1CC(=O)N(c2ccc(OCC)cc2)C1=O (stereo not given)	-18%	-6%	9%	1.5%	10%
CCOc1ccc(CCNC(=O)COC(=O)c2c(C)nn(-c3ccccc3)c2C)cc1OCC	-4%	-7%	-8%	5.9%	19%
CCN1CCN(c2cc(C)c3cc(NC(=O)CCC(=O)N4CCN(c5ccccc5OC)CC4)ccc3n2)CC1	-1%	13%	6%	0.6%	12%
CCCC(=O)N=C1SC2CS(=O)(=O)CC2N1c1ccc(C(C)=O)cc1 (stereo not given)	5%	6%	-9%	0.3%	2%
CCOc1ccc(N2CC(C(=O)N3CCc4ccccc43)CC2=O)cc1 (stereo not given)	1%	8%	2%	3.4%	11%
COc1ccc(C)cc1NC(=O)COC(=O)Cc1ccc(-c2ccccc2)cc1	-1%	7%	-4%	2.2%	?
COc1cc2c(cc1OC)CN(CC(=O)NC(=O)NCc1ccco1)CC2	-1%	-3%	17%	1.8%	-8%
CC(C)(C#CC(=O)O)OOC(c1ccccc1)(c1ccccc1)c1ccccc1	-2%	0%	-7%	0.1%	8%
COc1c(C)cc(S(=O)(=O)N2CCOCC2)c(C)c1C	-5%	2%	8%	0.3%	-4%
COc1ccccc1OCCC(=O)NCc1ccc2c(c1)OCO2	2%	-1%	-7%	i	0%
CC(C)(C)n1c(=O)[nH]c2c(c1=O)CCC2	-3%	-2%	2%	0.7%	4%

A section from the list above:
SMILES	Salmonella PhoP GFP	H37Rv inhibition	influenza NS1A	inhibitors of VEEV	tuberculosis growth	others
COc1ccc(C2=NOC(C(=O)Nc3c(C)n(C)n(-c4ccccc4)c3=O)C2)cc1 (stereo not given)	-5%	-5%	8%	0.4%	.
COc1nc(-c2ccccc2)cc(-c2ccccc2)n1	-1%	11%	-15%	1.7%	13%
COc1c(C(CC(C)C)OC(C)=O)ccc2c1C(=O)OCc1cc(C)cc(O)c1O2 (stereo not given)	7%	-2%	10%	1.2%	-12%
NS(=O)(=O)c1ccc(-c2ccc(/C=N/Nc3ccc(C(=O)O)cc3)o2)cc1	2%	6%	14%	0.8%	31%
COc1ccc(-c2c(-c3cc(OC)cc(OC)c3)n(C)c3ccc(-c4ccc(OC)c(F)c4)cc23)cc1	.	-5%	5%	5.6%	10%
CCN=C(NCC)SC1CC(=O)N(c2ccc(OCC)cc2)C1=O (stereo not given)	-18%	-6%	9%	1.5%	10%
CCOc1ccc(CCNC(=O)COC(=O)c2c(C)nn(-c3ccccc3)c2C)cc1OCC	-4%	-7%	-8%	5.9%	19%
CCN1CCN(c2cc(C)c3cc(NC(=O)CCC(=O)N4CCN(c5ccccc5OC)CC4)ccc3n2)CC1	-1%	13%	6%	0.6%	12%
CCCC(=O)N=C1SC2CS(=O)(=O)CC2N1c1ccc(C(C)=O)cc1 (stereo not given)	5%	6%	-9%	0.3%	2%
CCOc1ccc(N2CC(C(=O)N3CCc4ccccc43)CC2=O)cc1 (stereo not given)	1%	8%	2%	3.4%	11%
COc1ccc(C)cc1NC(=O)COC(=O)Cc1ccc(-c2ccccc2)cc1	-1%	7%	-4%	2.2%	?
COc1cc2c(cc1OC)CN(CC(=O)NC(=O)NCc1ccco1)CC2	-1%	-3%	17%	1.8%	-8%
CC(C)(C#CC(=O)O)OOC(c1ccccc1)(c1ccccc1)c1ccccc1	-2%	0%	-7%	0.1%	8%

Following part
SMILES	Salmonella PhoP GFP	H37Rv inhibition	influenza NS1A	inhibitors of VEEV	tuberculosis growth	others
CCCCOc1cccc(-c2cc(C(=O)NNC(=S)NCC)c3ccccc3n2)c1	-5%	14%	2%	i	2%
Cc1cc(C(=O)CN2CC(C)OC(C)C2)c(C)n1-c1ccccc1 (stereo not given)	.	-6%	-3%	i	.
CC1CCCCN1CC(=O)c1c[nH]c2ccccc12 (stereo not given)	7%	-7%	20%	2.2%	1%
O=C(c1c(F)cccc1F)N(C1CCCCC1)C1CCCCC1	-1%	11%	-24%	i	68%
Cc1cc(Cl)c(S(=O)(=O)N2CCCCCC2)cc1OCC(=O)NC1CCCCC1	-5%	12%	-1%	i	24%
O=c1[nH][nH]c(-c2ccccc2)c1C=Nc1ccc(OC(F)(F)F)cc1	-2%	0%	-2%	0.7%	47%
Cc1c(NC(=O)COc2cccc3c2OC(C)(C)C3)c(=O)n(-c2ccccc2)n1C	0%	-3%	-12%	0.4%	-12%	inhibitors of VEEV 10K pilot screen=1.7
COc1cccc(C(=O)NCCS(=O)(=O)N2CCCC2)c1	11%	0%	-11%	1.0%	-6%
Cc1ccccc1-n1ccnc1SCC(=O)NCc1ccco1	1%	2%	0%	0.1%	13%
COc1ccccc1CN(C)CC(=O)NC(=O)NC1CCCCC1	.	-1%	-8%	2.1%	6%
O=C(c1n[nH]c2ccccc12)N1CCCCC1	-4%	3%	-1%	i	16%
c1ccc(OCc2nc(-c3ccccc3)no2)cc1	0%	-5%	-1%	i	34%
COc1cc(C)c(Br)cc1S(=O)(=O)N1CCCC1	2%	-6%	-4%	0.3%	-7%
O=C(c1cccc(F)c1)N1CCN(C(=O)c2cc(-c3ccc(Cl)cc3Cl)on2)CC1	-11%	?	-3%	i	43%
Cc1cc(Cl)c2oc(C(=O)N(C)Cc3ccon3)c(C)c2c1	-12%	12%	-8%	0.4%	33%
COc1ccc(S(=O)(=O)N2CCC(NC(=O)Nc3ccc(C)cc3)CC2)cc1	-1%	-5%	-1%	1.8%	2%
CSc1ncccc1C(=O)Nc1ccc2c(c1)OCO2	.	2%	0%	7.4%	8%
COc1cc(C(=O)OCC(=O)Nc2cc(C)on2)c([N+](=O)[O-])cc1OC	17%	-6%	-12%	1.1%	0%
COc1cccc(-c2cc(C(=O)NCc3cccs3)no2)c1	-5%	3%	-11%	11%	22%
Cc1cc(Br)c(S(=O)(=O)n2nnc3ccccc32)cc1C	1%	8%	-4%	1.3%	-14%
C[C@@H]1O[C@@H](O[C@H]2C[C@@H](O)[C@]3(CO)[C@H]4[C@H](O)C[C@]5(C)[C@@H](C6=CC(=O)OC6)CC[C@]5(O)[C@@H]4CC[C@]3(O)C2)[C@H](O)[C@H](O)[C@H]1O	-4%&-10%	-4%&-4%	-5%	?	-9%&-12%
COc1ccc(CSc2nc(C)cc(=O)[nH]2)cc1	9%	-5%	-10%	0.3%	-19%
CCCCCc1nnc(NC(=O)C2CCCO2)s1 (stereo not given)	-3%	4%	-9%	i	25%
COc1ccc(NC(=O)C(c2ccc(OC)cc2)N(C)C(=O)CC2NC(=O)NC2=O)cc1 (stereo not given)	-5%	-5%	-3%	0.5%	8%
CN(C(=O)CSc1ncccc1C(=O)O)c1ccccc1	-5%	-7%	-6%	3.8%	-7%
Cn1c(=O)c2c(nc(SCCN3CCOCC3)n2C)n(C)c1=O	-5%	1%	1%	i	-19%
COc1ccc(-c2noc(-c3ccc(Br)o3)n2)cc1	-24%	0%	-2%	0.3%	27%
Fc1cccc(Cl)c1CSc1ccc2nnc(-c3ccccn3)n2n1	4%	5%	4%	5.4%	38%
